PfHsp40 rescue – rescue of yeast from PfHsp40 toxicity, primary screen, S. cerevisiae, ATP luminescence; 340,000 compounds, 0.68% hits; growth rescue, % at 12.5 µM; S. cerevisiae expressing PfHsp40, growth rescue; in the data active = growth rescue above about 28%, passing the limit was not always enough; inconclusive = no clear call, values can overlap the other calls;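 also: yeast W303a lacking pdr1 and pdr3 grown in galactose medium; growth measured after three days at 30 °C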
TcdB inh – TcdB glycohydrolase inhibitors, primary screen, biochemical, single point, plate reader. Toxin B (Clostridioides difficile), P18177. TcdB glycohydrolase enzymatic assay. inhibition, % at 9.99 µM. 350,000 compounds, 0.24% hits. AID 652162, 2013; in the data active = inhibition above about 10%
BoNT F protease – BoNT/F light chain protease inhibitors, primary screen, biochemical, flow cytometry, MLPCN library. Multiplex microsphere protease cleavage assay. inhibition, % at 10 µM. 360,000 compounds, 0.22% hits; in the data active = inhibition above about 35%, passing the limit was not always enough; inconclusive = no clear call, values can overlap the other calls; also: plate controls were buffer without enzyme for full effect and enzyme alone for no effect
Anthrax LF inh2 – Bacillus anthracis LF protease inhibitors, primary screen, biochemical, multiplex microsphere, MLPCN library. Lethal factor (Bacillus anthracis), P15917. multiplex microsphere protease cleavage assay. inhibition, % at 10 µM. 360,000 compounds, 0.12% hits. AID 588501, 2011; also: plate controls were buffer without enzyme for full effect and enzyme alone for no effect
FadD28 binding – inhibitors of FadD28 bisubstrate probe binding, primary screen, biochemical, fluorescence polarization, single point. Mycobacterium tuberculosis FadD28 fatty-acid-AMP ligase. inhibition, % at 12.5 µM. 360,000 compounds, 0.22% hits. AID 588549, 2011; in the data active = inhibition above about 8.5%, passing the limit was not always enough; inconclusive = no clear call, values can overlap the other calls
CCHF vOTU inh – CCHFV vOTU protease inhibitors, primary screen, biochemical, Pep-AMC substrate, fluorescence; 370,000 compounds, 0.55% hits; inhibition, % at 11.5 µM; AID 651958, 2012; Crimean-Congo hemorrhagic fever virus L polyprotein viral ovarian tumor (vOTU) protease …; in the data active = inhibition above about 30%; also: 0% = vehicle wells with enzyme and 100% = no enzyme wells
BoNT A protease – BoNT/A light chain protease inhibitors, primary screen, biochemical, flow cytometry, MLPCN library; Botulinum neurotoxin type A light chain protease (Clostridium botulinum A str. ATCC 3502); multiplex microsphere protease substrate cleavage; inhibition, % at 10 µM; 360,000 compounds, 0.17% hits; also: plate controls were buffer without enzyme for full effect and enzyme alone for no effect
PrPC TRFRET – inhibitors of human cell surface prion protein PrPC, primary screen, cell-based, TR-FRET; 370,000 compounds, 0.43% hits; Major prion protein (Homo sapiens), P04156; inhibition, % at 13.8 µM; TR-FRET read-out; in the data active = inhibition above about 24%; also: 0% = median of the test wells and 100% = reference compound wells
Y pestis TopoI – Yersinia pestis topoisomerase I inhibitors, primary screen, biochemical, cleavage product accumulation, plate reader, single point. DNA topoisomerase I (Yersinia pestis CO92). Y. pestis Topo-I cleavage product accumulation. activity, % at 10 µM. 360,000 compounds, 0.064% hits. AID 504884, 2011; in the data active = activity above about 50%, passing the limit was not always enough; inconclusive = no clear call, values can overlap the other calls; also: inactives centre near 2
Starred values were filed as active, the others as inactive; ? = inconclusive; . = no result given. Rule as the data show it, unless noted: active = inhibition above about 30%; inconclusive = no clear call, values can overlap the other calls; inactive = below that.

A first look:
SMILES | PfHsp40 rescue | TcdB inh | BoNT F protease | Anthrax LF inh2 | FadD28 binding | CCHF vOTU inh | BoNT A protease | PrPC TRFRET | Y pestis TopoI
COc1ccc(C2c3[nH]c4ccccc4c3CCN2C(=O)c2ccc(=O)n(C)n2)c(F)c1 (stereo not given) | -1.0 | -0.1 | -1 | -3 | -0.5 | 22 | -1.4 | 2 | 23
CCC(C)(C)n1nnnc1C(c1ccccn1)N1CCCCC1 (stereo not given) | -1.0 | . | 2 | 3 | 0.9 | -13 | 0.3 | 3 | 5
CCOC(=O)N1CCN(C(=O)c2cccc(OC)c2OC)CC1 | -1.2 | . | . | . | -2.6 | 12 | . | 0 | -8

Main list, repeating the preview:
SMILES | PfHsp40 rescue | TcdB inh | BoNT F protease | Anthrax LF inh2 | FadD28 binding | CCHF vOTU inh | BoNT A protease | PrPC TRFRET | Y pestis TopoI
COc1ccc(C2c3[nH]c4ccccc4c3CCN2C(=O)c2ccc(=O)n(C)n2)c(F)c1 (stereo not given) | -1.0 | -0.1 | -1 | -3 | -0.5 | 22 | -1.4 | 2 | 23
CCC(C)(C)n1nnnc1C(c1ccccn1)N1CCCCC1 (stereo not given) | -1.0 | . | 2 | 3 | 0.9 | -13 | 0.3 | 3 | 5
CCOC(=O)N1CCN(C(=O)c2cccc(OC)c2OC)CC1 | -1.2 | . | . | . | -2.6 | 12 | . | 0 | -8
Cc1ccc(-n2c(SCC(=O)O)nc3sc4c(c3c2=O)CCCC4)cc1 | 1.8 | 0.4 | 2 | 1 | -3.1 | 2 | -0.5 | -1 | 6
CCc1cccc(NS(=O)(=O)c2ccc3c(c2)oc(=O)n3C)c1 | 0.3 | . | 2 | -4 | -4.1 | -2 | 0.7 | 23 | -6
CSc1nc(C)cc(SCCO)n1 | -1.4 | . | -5 | -1 | -2.6 | -11 | -0.9 | -1 | -7
CCc1noc(C)c1C(=O)NNC(=O)COc1cc(C)ccc1C | -0.5 | 0.9 | -1 | 0 | . | -6 | 3.5 | 1 | -1
O=C(OCC(=O)N1CCOCC1)c1ccc(O)cc1 | 0.8 | 0.8 | -22 | -2 | . | -21 | -1.8 | 4 | -5
CCOC(=O)CC1C(=O)NCCN1S(=O)(=O)c1ccc(Cl)c(Cl)c1 (stereo not given) | 0.4 | . | -7 | 3 | -0.3 | -12 | -0.2 | 8 | 4
CCCNC(=O)c1ccc(N2CCC3(CC2)CC(c2cccc(Br)c2)=NO3)c(NC(=O)c2ccco2)c1 | 0.3 | 1.1 | 2 | -3 | -1.8 | -2 | -0.6 | -1 | 12
Cc1onc(-c2ccccc2)c1C(=O)Nc1ccc(Cl)cn1 | -1.1 | 1.6 | 1 | -2 | -2.2 | -3 | 0.1 | -1 | 3
OC(CN(Cc1ccccc1)Cc1ccccc1)c1ccccc1 (stereo not given) | -0.6 | 0.4 | -5 | -4 | -3.4 | 6 | -0.6 | 7 | 28
CCOC(=O)c1c(S(=O)(=O)NCC(=O)Nc2ccc(F)cc2F)c(C)n(C)c1C | -0.7 | -0.2 | 4 | 0 | -2.5 | -13 | 0.8 | 8 | 2
CCCC1CCC(=NNC(=S)NCCc2ccccc2)CC1 (stereo not given) | 1.3 | -0.4 | 0 | -9 | -0.2 | 10 | -1.1 | 1 | 17
N#C/C(=C\c1cn[nH]c1-c1ccccc1Br)C(=O)O | -0.5 | -1.1 | -3 | -5 | 0.5 | 4 | -0.5 | -4 | 12
COc1cccc(COC(=O)C2CCN(C(=O)c3ccccc3C)CC2)c1OC | 0.0 | 1.1 | -2 | -2 | -0.4 | -4 | -9.2 | 2 | 21
COC(=O)C1(Cc2cc(-c3cccnc3)no2)CCN(C(=O)OC(C)(C)C)CC1 | 0.9 | 0.6 | -4 | -3 | -0.1 | 6 | 0.6 | 6 | 21
COc1ccc2c(c1)CCc1sc(NC(=O)c3ccc(C)cc3)nc1-2 | 0.6 | . | -5 | 3 | -2.5 | -3 | -0.6 | 0 | -10
CC(C)(C)C(=O)Nc1nnc(SCC(=O)NC2CCCC2)s1 | -1.2 | 0.4 | 12 | 4 | -0.9 | 3 | 1.3 | -8 | 7
C=CCNC(=O)C(=O)Nc1ccc2c(c1)N(S(=O)(=O)c1cccs1)CCC2 | ? | -2.8 | . | . | -5.4 | 6 | . | 11 | 11
COC(=O)C1=C(C(=O)OC)C2c3ccccc3C1c1ccccc12 | -1.0 | -3.6 | -1 | 2 | -0.1 | 21 | -0.6 | 11 | -12
CCOP(=O)(OCC)C(O)c1ccc(OC)c(OC)c1 (stereo not given) | -1.2 | . | -24 | -6 | -2.3 | 5 | -1.2 | 3 | 0
Cc1ccc(CNC(=O)c2ccccc2NC(=O)CN2CCN(C)CC2)cc1 | -0.2 | 1.6 | -10 | -4 | -2.2 | 0 | -2.0 | -10 | 6
Cc1cccc(C(=O)OCC(=O)NC(=O)NCc2ccccc2)c1 | -0.6 | 0.4 | 5 | -6 | -1.4 | 9 | -0.3 | -7 | 24
CNc1ccc(Oc2c(F)c(F)nc(F)c2F)cc1 | 0.3 | 0.1 | 5 | 2 | -0.4 | -1 | -0.3 | 8 | -1
CC1CCN(S(=O)(=O)c2ccc(C(=O)N3CCCCC3C(=O)O)cc2)CC1 (stereo not given) | -1.5 | 1.5 | -10 | -1 | 0.2 | -17 | -0.1 | -3 | 4
COC(=O)c1c(-c2ccc(C)cc2)csc1N | 0.1 | 2.0 | 0 | -7 | -2.1 | -3 | -0.3 | -5 | 1
CC(=O)N1CCN(S(=O)(=O)c2ccc(C)c([N+](=O)[O-])c2)C1C(C)C (stereo not given) | -1.2 | -0.9 | 12 | 7 | -3.8 | 3 | 0.2 | -5 | 6
CCOc1ccc(-c2nnc3ccc(SC)nn23)cc1 | ? | . | -2 | -3 | 0.4 | -13 | 0.2 | -8 | -2
FC(F)(F)c1nc2nc(Cl)c(Cl)nc2[nH]1 | . | 2.4 | 0 | -5 | -1.2 | -1 | -0.3 | -7 | 0
Cc1ccc(S(=O)(=O)NCCc2ccncc2)cc1C | 1.2 | 1.7 | -6 | -4 | -3.6 | 9 | -1.3 | 5 | -11
CN(C)CCCNCCNC(=O)/C=N\O | 0.0 | . | -4 | -1 | -1.5 | 11 | -0.4 | -6 | -3
CCOc1ccc(CSc2nc(C)cc(COC)c2C#N)cc1OCC | -0.5 | 3.2 | -21 | -7 | -2.5 | -2 | -4.5 | 8 | 6
O=C(N/N=C\c1ccc(F)cc1)c1cc(OCC(F)(F)F)ccc1OCC(F)(F)F | -0.5 | . | -4 | -8 | -0.6 | 13 | -0.6 | 1 | 6
O=C(/C=C/c1ccco1)N1CCC(Cc2ccccc2)CC1 | 1.3 | 0.3 | -2 | -2 | -2.3 | 24 | 0.5 | -1 | 1
Cn1c(C(=O)NCCN2CCOCC2)cc2sccc21 | 0.1 | . | 4 | 0 | -1.1 | -14 | 0.9 | -2 | -1
Cc1cnc(C(=O)OCC(=O)N2CCC(C)CC2)cn1 | 0.4 | -0.1 | -14 | 0 | -2.3 | -12 | -0.6 | -2 | 4
Cc1ccc(C)c(N2CCN(c3ncccc3[N+](=O)[O-])CC2)c1 | 2.0 | 0.6 | -18 | -10 | -2.0 | -8 | -3.9 | 2 | 13
COc1cc(C(=O)N2CCN=C2c2ccccc2)cc(OC)c1OC | -0.7 | . | . | . | -3.0 | -3 | . | -1 | -2
COc1cc(SC)ccc1C(=O)NCCNC(=O)c1nonc1N | 1.1 | -0.1 | -13 | -1 | . | -18 | -1.3 | -4 | 1
CCOc1ccc(C(=O)Nc2ccc(NC(=S)NC(=O)CC)cc2)cc1Cl | -0.9 | -0.1 | 2 | 1 | -2.4 | 4 | 0.2 | -1 | -4
CC1(C)CC2CC(C)(CN2C(=O)c2ccc([N+](=O)[O-])cc2)C1 (stereo not given) | 13 | 1.0 | 3 | -6 | -0.5 | -4 | 0.6 | -7 | 4
CC1CCc2nc3sc4c(c3c(N)c2C1)CCCC4 (stereo not given) | -0.3 | . | 9 | 0 | -4.6 | 18 | 0.9 | 11 | 9
Cn1c(NCCN2CCOCC2)nc2c1c(=O)n(Cc1cccc(Cl)c1)c(=O)n2C | -0.9 | . | 2 | -8 | -0.7 | 6 | -0.5 | 3 | -3
Nn1c(SCC(=O)NCc2ccc3c(c2)OCO3)nnc1C1CC1 | -0.3 | . | -2 | 0 | -4.1 | -6 | 0.0 | -6 | 4
CC1CCN(C(=O)CN(C)S(=O)(=O)c2cccc3nsnc23)CC1 | -1.2 | . | 0 | 0 | -2.6 | -7 | 0.9 | -29 | -6
Cc1ccc(C(=O)N2CCCCCC2)cc1S(=O)(=O)N1CCOCC1 | -0.6 | 0.5 | 3 | 2 | 0.2 | 11 | 3.9 | 2 | -2
Cc1ccc2nc(-c3ccc(SCC(=O)Nc4cc(C)on4)nc3)[nH]c2c1 | 0.4 | . | ? | 3 | -2.3 | 15 | 2.2 | -2 | 2
CN(C)c1cccc2cccc(N(C)C)c12 | 0.4 | -1.0 | . | . | -0.6 | -3 | . | -6 | -14
CCCCNC(=O)C1(C)CCCCN1C(=O)c1ccc2c(c1)CCO2 (stereo not given) | . | 0.8 | 2 | -4 | -1.7 | -3 | -0.4 | 4 | 5
Additional compounds follow:
SMILES | PfHsp40 rescue | TcdB inh | BoNT F protease | Anthrax LF inh2 | FadD28 binding | CCHF vOTU inh | BoNT A protease | PrPC TRFRET | Y pestis TopoI
COCC(=O)N(CCN(C)C)Cc1cc2cc3c(cc2nc1Cl)OCO3 | -2.0 | 0.7 | 0 | 2 | -1.8 | 11 | 0.7 | -3 | 5
CC12CCC(=O)N1C(C(=O)NCCN1C(=O)S/C(=C\c3ccc(OC(F)F)cc3)C1=O)CS2 (stereo not given) | -1.7 | 1.0 | -10 | -2 | -1.1 | 11 | -0.5 | 6 | 8
CCN(CC(=O)Nc1c(F)cccc1F)C(=O)c1ccccn1 | -2.1 | 0.9 | -4 | 0 | -0.2 | -5 | -5.1 | 8 | 2
CC(C)=CC/C=C1\CCC(C(=O)O)C(C(=O)O)C1 (stereo not given) | 0.3 | . | -14 | -6 | -1.9 | 1 | -1.2 | 4 | 0
CC(NC(=O)c1ccc(F)cc1)c1ccc(F)cc1 (stereo not given) | -0.7 | 1.1 | -4 | 0 | -3.4 | -14 | -0.1 | -1 | 3
COCC(C)n1c(C)cc(C(=O)COc2ccc(S(=O)(=O)N3CCOCC3)cc2Cl)c1C (stereo not given) | -0.1 | . | -20 | -33 | -0.6 | 7 | -2.7 | -4 | 24
O=C(NC1(C(F)(F)F)N=C(c2ccccc2)NC1=O)c1ccc(Cl)cc1Cl (stereo not given) | -0.8 | . | 1 | -1 | -2.2 | -13 | -1.1 | -1 | -3
COc1cc(/C=C(\NC(=O)c2ccccc2)C(=O)NCC(=O)O)c([N+](=O)[O-])cc1OC | 0.1 | . | -8 | 0 | -0.6 | 9 | -0.9 | -15 | -3
COCCCN1C(=O)C(CC(=O)NCCc2ccccn2)CC(C(=O)N2CCOCC2)=C1C (stereo not given) | . | -1.0 | -4 | -3 | -3.1 | 13 | -0.1 | -6 | 0
CCOc1ccc2nc(NC(=O)CSc3nnnn3C3CCCCC3)sc2c1 | 1.7 | . | -13 | -5 | 0.9 | -8 | ? | -7 | 3
N#C/C(=C\c1ccccc1)c1nc2ncccc2[nH]1 | 1.0 | . | -15 | 0 | -2.1 | -8 | -0.7 | -4 | -1
O=C(O)c1ccc2c(c1)C(=O)N(c1cc([N+](=O)[O-])ccn1)C2=O | 0.0 | -0.7 | -17 | -9 | . | -5 | -2.3 | -11 | -2
O=C1COc2ccc(C(=O)/C=C/c3ccccc3)cc2N1 | -0.2 | . | -12 | -7 | -1.0 | -2 | 0.0 | 20 | -2
